procasp3 activ – procaspase-3 (human) activation; P42574; recombinant procaspase-3 D3A, Ac-DEVD-pNA absorbance 405 nm; AID 463141; activation, % at 8.5 µM; 330,000 compounds, 0.11% hits;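 active means activation above the mean of all tested compounds plus 3 SD, cut at about 21% in these data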;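 further: 0% = DMSO alone and 100% = DMSO wells spiked with extra 5 µM PC-3 D3A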
Target sequence (P42574 whole entry D9A/D28A/D175A): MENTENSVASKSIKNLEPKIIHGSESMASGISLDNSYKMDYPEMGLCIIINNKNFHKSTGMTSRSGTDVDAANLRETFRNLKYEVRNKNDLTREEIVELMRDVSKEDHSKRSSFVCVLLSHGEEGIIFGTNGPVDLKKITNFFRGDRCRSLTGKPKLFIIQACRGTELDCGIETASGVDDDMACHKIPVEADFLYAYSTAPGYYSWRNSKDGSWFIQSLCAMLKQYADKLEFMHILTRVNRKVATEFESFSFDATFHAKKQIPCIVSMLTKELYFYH
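assay system = Procaspase-3 D3A mutant | signal = absorbance at 405 nm, 0 and 120 min | times = 1 h preincubation plus 2 h reaction at 25 °C | repeats = single replicate | read-out = % activation between DMSO and enzyme-spiked controls | medium = Zinc-free HEPES saline buffer with Triton X-100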
MEP2-GFP yeast – alters MEP2-GFP fluorescence in TOR pathway yeast screen | S. cerevisiae MEP2-GFP strain, flow cytometry GFP, 3 h; 100% = DMSO control level | GFP response vs DMSO, % at 10 µM | 330,000 compounds, 0.51% hits | AID 2016;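 active means GFP response versus DMSO above a set limit, roughly screen mean plus 3 SD, cut at about 180% in these data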;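 further: median GFP fluorescence of the barcode-gated MEP2-GFP cells per well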
LAP4-GFP MLPCN – alters LAP4-GFP fluorescence in TOR pathway yeast screen. S. cerevisiae LAP4-GFP multiplex, flow cytometry GFP, 3 h; median GFP as percent of DMSO wells. GFP response vs DMSO, % at 10 µM. 320,000 compounds, 0.34% hits;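 active means GFP response vs DMSO above a set limit, about the screen mean plus 3 SD, cut at about 150% in these data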
AHR activator – activates the human aryl hydrocarbon receptor; P35869; AHR-responsive luciferase reporter cells, luminescence; activation, % at 5 µM; 320,000 compounds, 2.5% hits; in the data active means activation above about 47%;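 further: 0% = vehicle wells and 100% = reference agonist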
Target sequence (P35869 whole entry, looked up): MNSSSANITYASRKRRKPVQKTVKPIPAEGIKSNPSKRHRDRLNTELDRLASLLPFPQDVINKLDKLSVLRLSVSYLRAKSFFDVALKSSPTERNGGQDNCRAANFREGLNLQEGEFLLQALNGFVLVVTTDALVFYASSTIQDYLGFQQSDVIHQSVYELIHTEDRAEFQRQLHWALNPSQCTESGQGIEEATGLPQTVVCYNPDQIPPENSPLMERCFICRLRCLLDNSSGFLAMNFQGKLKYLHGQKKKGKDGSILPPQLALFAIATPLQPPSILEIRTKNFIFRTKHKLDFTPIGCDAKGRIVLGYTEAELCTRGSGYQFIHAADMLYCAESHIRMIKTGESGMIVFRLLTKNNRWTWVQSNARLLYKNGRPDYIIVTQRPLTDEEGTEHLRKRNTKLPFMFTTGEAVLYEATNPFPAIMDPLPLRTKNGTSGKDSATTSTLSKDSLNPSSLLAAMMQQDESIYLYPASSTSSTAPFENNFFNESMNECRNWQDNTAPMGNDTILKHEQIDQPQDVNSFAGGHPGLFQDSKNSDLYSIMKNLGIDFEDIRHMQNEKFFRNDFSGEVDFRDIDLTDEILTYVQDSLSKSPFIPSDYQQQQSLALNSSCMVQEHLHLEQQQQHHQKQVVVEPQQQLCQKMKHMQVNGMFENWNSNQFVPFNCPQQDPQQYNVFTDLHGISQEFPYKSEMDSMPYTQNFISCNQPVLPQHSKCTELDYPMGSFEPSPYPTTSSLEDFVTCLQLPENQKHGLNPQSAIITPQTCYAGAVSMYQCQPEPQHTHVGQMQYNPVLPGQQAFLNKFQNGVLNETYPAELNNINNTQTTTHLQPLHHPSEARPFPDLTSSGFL
RPL19A TOR yeast – modulators of TOR pathway RPL19A-GFP in S. cerevisiae. S. cerevisiae RPL19A-GFP strain, flow cytometry, 3 h; active compounds read low. percent response vs DMSO, % at 10 µM. 330,000 compounds, 0.3% hits. AID 2025;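 active means percent response vs DMSO below 50%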;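 further: median channel GFP fluorescence of the barcoded RPL19A-GFP strain; ratio of sample median GFP to plate DMSO average so 100% = DMSO; lower means less RPL19A-GFP as with rapamycin TOR inhibition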
procasp7 counter – counter-screen for procaspase-3 activators: activators of human procaspase-7. activation, % at 8.5 µM. AID 463210. recombinant procaspase-7, Ac-DEVD-pNA absorbance 405 nm; D23A/D198A/D206A triple mutant, cannot self-cleave; scale: DMSO 0, 5 µM enzyme 100. P55210. 330,000 compounds, 0.093% hits;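 active means percent activation above the screen-wide mean plus 3 SD, cut at about 25% in these data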
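signal = Epi-absorbance of released pNA at 405 nm, two timepoints | assay system = Uncleavable procaspase-7 mutant enzyme | reagent = Ac-DEVD-pNA substrate, 400 µM as added | times = 1 h enzyme–compound preincubation and 2 h substrate reaction, both 25 °C | benchmarks = low DMSO alone, high DMSO plus 5 µM PC-7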
CIT2-GFP yeast – yeast TOR pathway CIT2-GFP modulation; 320,000 compounds, 0.065% hits; GFP response vs DMSO, % at 10 µM; S. cerevisiae CIT2-GFP strain, flow cytometry, 3 h; 100 means same as DMSO wells; AID 2029;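 active means GFP response relative to DMSO above a set limit, near the screen mean plus 3 SD, cut at about 150% in these data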;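 further: ratio of well median GFP fluorescence to mean of DMSO wells on the plate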
AGP1 TOR yeast – yeast TOR pathway AGP1-GFP modulation; 320,000 compounds, 0.02% hits; S. cerevisiae AGP1-GFP multiplex flow cytometry, 3 h; GFP as percent of DMSO wells; GFP response vs DMSO, % at 10 µM;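 active means GFP response relative to DMSO above a set limit, near screen average plus 3 SD, cut at about 150% in these data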;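 further: median GFP channel fluorescence of the gated AGP1 strain per well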
* hit, by the source's call; nt = no result given; & = joins results of further samples.

#1 CSCCCN1CCCC(CO)(Cc2ccccc2F)C1 (stereo not drawn)
#2 COc1ccc([C@H]2/C=C\CN(C(=O)c3ccccc3)[C@@H](C)C(=O)N2Cc2ccc(F)cc2)cc1
#3 CN1C2C=C3C(C#N)=C(N)C(C#N)(C#N)[C@@H](c4ccsc4)[C@@H]3C1CC2 (stereo partly drawn)
#4 Cc1cc(C)cc(NC(=O)CN(Cc2ccccc2)S(C)(=O)=O)c1
#5 CCOC(=O)CC1C(=O)NCCN1S(=O)(=O)c1ccc(Br)cc1 (stereo not drawn)
#6 CC(=O)Nc1ccc(S(=O)(=O)N2CCN(c3cc(C)ccc3C)CC2)cc1
#7 CC(=O)Nc1ccc(S(=O)(=O)c2c(N)n(CCN3CCOCC3)c3nc4ccccc4nc23)cc1
#8 NNC(=O)CN(CCc1ccccc1)S(=O)(=O)c1ccc(Cl)cc1
#9 CC#CCN1c2ccccc2[C@]23C[C@@H](C(=O)OC)N(C(=O)C4CCC4)C2=NC(C(=O)OC)=C(C(=O)OC)[C@H]13
#10 COC(=O)c1ccccc1NC(=O)c1cc2ncc(Br)cn2n1
Compound	1	2	3	4	5	6	7	8	9	10
MEP2-GFP yeast	102	94	85	94	106	102	97	112	79	104
AGP1 TOR yeast	93	90	101	97	102	99	90	108	79	102
LAP4-GFP MLPCN	85	105	92	87	90	99	94	106	119	103
CIT2-GFP yeast	96	89	99	nt	107	99	106	94	86	103
AHR activator	10	1	11	35	2	22	0	2	-1	2
procasp7 counter	7	7	5	-7	18	8	7	4	14	-2
procasp3 activ	3	1	1	2	12	10	-1	-2	9	-7
RPL19A TOR yeast	99	102	96	97	105	99	97	114	90	106

Three structures from above, ordered by number of heavy atoms, low to high:
#5 CCOC(=O)CC1C(=O)NCCN1S(=O)(=O)c1ccc(Br)cc1 (stereo not drawn)
#8 NNC(=O)CN(CCc1ccccc1)S(=O)(=O)c1ccc(Cl)cc1
#6 CC(=O)Nc1ccc(S(=O)(=O)N2CCN(c3cc(C)ccc3C)CC2)cc1
Compound	5	8	6
MEP2-GFP yeast	106	112	102
AGP1 TOR yeast	102	108	99
LAP4-GFP MLPCN	90	106	99
CIT2-GFP yeast	107	94	99
AHR activator	2	2	22
procasp7 counter	18	4	8
procasp3 activ	12	-2	10
RPL19A TOR yeast	105	114	99

The list continues:
#11 CO/N=C(/CNC(=O)c1ccc(Cl)cc1Cl)c1ccc(Cl)cc1
#12 COc1ccccc1N1CCN(C(=O)C(=O)N/N=C/c2ccccc2F)CC1
#13 COc1ccc(C(=O)Nc2ccc(NC(=O)C3CC3)cn2)cc1
#14 CCn1c(SCC(=O)Nc2ccccc2Cl)nnc1C1CC1
#15 CC1(C)Oc2ccc3ccc(=O)oc3c2/C(=C/O)C1=O
#16 CC1CCN(C(=O)CSCC(=O)O)CC1
#17 CN(Cc1ccccc1F)C(=O)CN1CCN(S(=O)(=O)c2ccc3c(c2)OCCCO3)CC1
#18 CCOc1ccc(NC(=O)CN(C)C(=O)c2ccccc2OCCOc2ccccc2)cc1OCC
#19 CCc1cc(CNC(=O)CCc2nnc(Cc3cccc(C)c3)o2)on1
#20 COc1ccccc1C(=O)NC(=S)Nc1ccc2[nH]c(=O)[nH]c2c1
Compound	11	12	13	14	15	16	17	18	19	20
MEP2-GFP yeast	98	101	87	97	96	97	98	106	111	105
AGP1 TOR yeast	98	101	95	87	103	102	100	104	106	101
LAP4-GFP MLPCN	97	96	94	86	86	97	95	113	106	108
CIT2-GFP yeast	93	96	99	94	98	97	96	108	105	113
AHR activator	3	3	-9	0	-1	-1	1	2	4	-2
procasp7 counter	8	0	3	-1	5	2	-2	-8	-1	2
procasp3 activ	-1	3	-6	5	7	11	-1	-2	0	-5
RPL19A TOR yeast	97	104	94	91	103	107	95	100	92	106

#21 CC(C)(C)C(=O)CSc1nnc(-c2cccs2)n1CC1CCCO1 (stereo not drawn)
#22 Cc1cccc(-c2nc3c(c(SCC(N)=O)n2)CCCC3)c1
#23 Cc1ccc(NC(=O)CS(=O)Cc2nc(-c3ccc(C)cc3)oc2C)cc1 (stereo not drawn)
#24 COc1ccccc1OCCNC(=O)CCNC(=O)c1ccccc1OC
#25 O=C1CCC/C=C\C[C@H](CC(=O)N(CCO)Cc2ccccc2)C(=O)N2CCC[C@@H]2CO1
#26 COCCCNC(=O)CNC(=O)c1cn(-c2ccccc2OC)c(=O)c2ccccc12
#27 Cc1ccccc1C(=O)N1CCC(n2nccc2NC(=O)C2CC2)CC1
#28 N#CC(NC(=O)OCc1ccccc1)c1ccccc1 (stereo not drawn)
#29 Cc1ccc(N(CC(=O)N/N=C/c2cc(C)n(-c3ccccc3C)c2C)S(C)(=O)=O)cc1
#30 Cc1c(C)n(Cc2ccccc2)c2ncnc(N)c12
Compound	21	22	23	24	25	26	27	28	29	30
MEP2-GFP yeast	100	102	104	93	90	99	98	97	107	110
AGP1 TOR yeast	108	94	89	94	97	101	100	85	102	107
LAP4-GFP MLPCN	100	101	100	99	90	98	105	128	93	104
CIT2-GFP yeast	107	100	93	95	95	104	105	100	106	102
AHR activator	6	9	-3	3	0	-2	0	2	-1	0
procasp7 counter	0	3	-10	6	12	0	10	-1	-4	4
procasp3 activ	-3	-3	0	-3	0	-1	5	-11	5	1
RPL19A TOR yeast	106	95	95	95	98	108	99	100	107	98

#31 C=CCc1cc(OC)ccc1OCC(O)CN1CCN(c2ccc(OC)cc2)CC1 (stereo not drawn)
#32 Fc1ccc(NC(=S)NN2CCOCC2)cc1Cl
#33 Cc1cccc(C)c1NC(=S)N/N=C/c1ccccc1C(=O)O
#34 O=C(Nc1ccc(S(=O)(=O)N2CCCc3ccccc32)cc1)C1CCCO1 (stereo not drawn)
#35 O=C(c1ccc(Br)o1)N1CCN(c2ccc(F)cc2)CC1
#36 O=C(NC(=S)Nc1nc(-c2cccc3ccccc23)cs1)c1cc2ccccc2o1
#37 Cc1ccc(S(=O)(=O)Nc2ccc3nc(C)sc3c2)cc1
#38 Oc1ccccc1N=Cc1ccc[nH]1
#39 CC(C)NC(=O)N(C)C[C@@H]1Oc2ccc(NC(=O)Nc3ccc(C(F)(F)F)cc3)cc2CC(=O)N([C@H](C)CO)C[C@@H]1C
#40 CC(C)N(Cc1nc(-c2ccccc2)no1)C(=O)c1ccc(Cl)cc1
Compound	31	32	33	34	35	36	37	38	39	40
MEP2-GFP yeast	105&98	101	96	104	98	96	98	104	98	94
AGP1 TOR yeast	107&101	102	99	103	98	95	91	98	101	94
LAP4-GFP MLPCN	98&96	102	98	104	124	97	93	91	108	93
CIT2-GFP yeast	105&104	102	96	91	83	86	105	119	100	91
AHR activator	1&0	2	0	4	-2	18	0	24	-1	9
procasp7 counter	-3&6	7	-18	6	1	12	2	-15	0	7
procasp3 activ	-5&3	-9	4	1	-1	5	5	4	4	-1
RPL19A TOR yeast	105&96	101	93	99	97	97	92	102	101	94

#41 CCOC(=O)c1c(NC(=O)C2COc3ccccc3O2)sc2c1CC(C)(C)NC2(C)C (stereo not drawn)
#42 CCOC(=O)C1CCN(c2cc3c(cc2NC(=O)c2ccccc2Cl)n(C)c(=O)n3C)CC1
#43 O=C(CN1CCN(C(c2ccccc2)c2ccccc2)CC1)NCc1ccccc1
#44 CC[N+]1(CC)CC2=Cc3ccccc3CC2C1 (stereo not drawn)
#45 CCC(C)NC(=O)CCn1ccc2cc(S(=O)(=O)N3CCCC3)ccc21 (stereo not drawn)
#46 CSCC[C@H](NC(=O)N1CCn2c1nc1ccccc12)C(=O)NCc1ccc(C)cc1
#47 COc1ccc2nc(NC(=O)c3c(C)noc3C)sc2c1
#48 CC(C)=CCN1CCN(Cc2cccc3nonc23)CC1CCO (stereo not drawn)
#49 COc1ccc(CCNC2=NCCS2)cc1
#50 CC1CCN(S(=O)(=O)c2cn(CC(=O)N3CC(C)CC(C)C3)c(=O)c3ccccc23)CC1 (stereo not drawn)
Compound	41	42	43	44	45	46	47	48	49	50
MEP2-GFP yeast	93	80	101	99	120	99	101	99	104	99
AGP1 TOR yeast	95	91	100	100	106	103	92	nt	105	104
LAP4-GFP MLPCN	87	75	97	95	94	104	116	88	107	95
CIT2-GFP yeast	96	91	101	97	116	98	80	99	101	109
AHR activator	0	0	4	0	1	0	3	2	0	-1
procasp7 counter	0	2	-4	-6	0	-1	6	-5	11	7
procasp3 activ	-3	2	2	1	-6	-4	-9	-5	3	5
RPL19A TOR yeast	102	92	96	96	106	102	94	88	102	104

Entries of single compounds, looked up by structure. Values in the order: MEP2-GFP yeast | AGP1 TOR yeast | LAP4-GFP MLPCN | CIT2-GFP yeast | AHR activator | procasp7 counter | procasp3 activ | RPL19A TOR yeast
Record of CC(C)N(Cc1nc(-c2ccccc2)no1)C(=O)c1ccc(Cl)cc1 : 94 | 94 | 93 | 91 | 9 | 7 | -1 | 94
Record of CC1CCN(S(=O)(=O)c2cn(CC(=O)N3CC(C)CC(C)C3)c(=O)c3ccccc23)CC1 (stereo not drawn) : 99 | 104 | 95 | 109 | -1 | 7 | 5 | 104
Record of Cc1cc(C)cc(NC(=O)CN(Cc2ccccc2)S(C)(=O)=O)c1 : 94 | 97 | 87 | nt | 35 | -7 | 2 | 97
Record of O=C(CN1CCN(C(c2ccccc2)c2ccccc2)CC1)NCc1ccccc1 : 101 | 100 | 97 | 101 | 4 | -4 | 2 | 96

(next part)
#51 O=C(CSC1=NS(=O)(=O)c2cc(F)ccc2N1)NCc1ccccc1
#52 Cc1cccc(-c2nnc(SCC(=O)Nc3ncccn3)n2C)c1
#53 Cc1noc(C)c1CSc1ccccc1C(=O)N1CCN(c2ccccc2)CC1
#54 COc1ccc(N2CCN(C3CCCN(C(=O)CSC)C3)CC2)cc1 (stereo not drawn)
#55 COc1ccc(C2=CC(=O)C[C@H](c3ccc4c(c3)OCO4)C2)cn1
#56 CCOC(=O)C1=C(COC(=O)COc2cccc(C)c2C)NC(=O)NC1C (stereo not drawn)
#57 CCOc1ccc(NC2CCN(C(C)=O)CC2)cc1
#58 CSc1nc(-c2ccccc2)nn1S(=O)(=O)c1ccc(Cl)cc1
#59 COc1ccc(-c2nc(NC(=O)CSc3nnc4ccccn34)ns2)cc1
#60 O=C(CCN1CCOCC1)c1ccc2c(c1)OCCO2
Compound	51	52	53	54	55	56	57	58	59	60
MEP2-GFP yeast	89	100	105	95	93	99	92	105	102	107
AGP1 TOR yeast	86	102	102	94	89	106	106	nt	109	106
LAP4-GFP MLPCN	91	96	98	81	102	95	92	122	102	104
CIT2-GFP yeast	77	90	96	98	81	113	130	104	106	111
AHR activator	-2	1	1	1	29	0	2	1	1	-1
procasp7 counter	5	1	-12	-1	-1	1	-6	7	3	-27
procasp3 activ	2	1	2	2	-6	6	-5	8	1	-33
RPL19A TOR yeast	86	102	98	97	94	98	100	118	105	99

Individual results from the results shown.
AHR activator with #57 = 2
procasp7 counter with #51 = 5

(cont.)
#61 Cc1cccc(OCC(=O)NCCCNC(=O)c2ccco2)c1
#62 O=C(Nc1cccc(F)c1)NC1CCCc2ccccc21 (stereo not drawn)
#63 CCOc1ccc(NC(=O)N2CC=C(n3c(=O)[nH]c4ccccc43)CC2)cc1
#64 COc1ccc(/C(C)=N/NC(=O)CNC(=O)c2cccs2)cc1OC
Compound	61	62	63	64
MEP2-GFP yeast	97	90	108	101
AGP1 TOR yeast	107	92	98	108
LAP4-GFP MLPCN	90	81	96	112
CIT2-GFP yeast	111	85	103	104
AHR activator	1	1	1	12
procasp7 counter	5	-3	7	-3
procasp3 activ	-8	1	2	-5
RPL19A TOR yeast	105	101	98	108
